mcGAS MS inh – inhibitors of Mus musculus cyclic GMP-AMP synthase, initial high-throughput assay, cell-free, RapidFire MS. Q8C6L5. recombinant mouse cGAS, cGAMP by RapidFire MS. inhibition, % at 12.5 µM. 0.18% of 130,000 active;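 active = inhibition of cGAS enzyme activity at or above 60%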;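 note: enzyme stimulated by 45 bp dsDNA with ATP and GTP substrates; cGAMP share of summed cGAMP plus half ATP and half GTP signals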
Target sequence (Q8C6L5 whole entry, looked up): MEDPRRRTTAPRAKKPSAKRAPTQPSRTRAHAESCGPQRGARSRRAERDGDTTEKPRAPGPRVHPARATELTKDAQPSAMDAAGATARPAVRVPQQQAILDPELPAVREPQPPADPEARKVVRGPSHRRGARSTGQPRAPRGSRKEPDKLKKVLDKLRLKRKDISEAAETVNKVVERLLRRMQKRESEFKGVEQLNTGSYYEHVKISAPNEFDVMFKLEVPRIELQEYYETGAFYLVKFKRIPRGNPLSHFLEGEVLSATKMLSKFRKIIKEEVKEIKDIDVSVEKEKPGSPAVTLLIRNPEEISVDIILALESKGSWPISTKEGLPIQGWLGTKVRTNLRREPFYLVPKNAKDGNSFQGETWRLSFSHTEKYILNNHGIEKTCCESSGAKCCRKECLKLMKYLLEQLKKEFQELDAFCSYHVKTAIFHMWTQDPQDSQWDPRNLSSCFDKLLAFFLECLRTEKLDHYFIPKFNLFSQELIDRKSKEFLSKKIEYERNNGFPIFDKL
An asterisk follows results filed as active; & = joins results of further samples. Some of the compounds tested, so the mix of outcomes need not match the whole.

[1] COc1ccc(-c2noc(CN3CCN(C(C)=O)CC3)n2)cc1
  mcGAS MS inh = 1
[2] CC1(C)C2CCC1(C)C(NCc1csc(-c3ccccn3)n1)C2 (stereo unspecified)
  mcGAS MS inh = -24
[3] Cc1nc(C(C)N(C)C(=O)CCN2CCCCCC2=O)c(C)s1 (stereo unspecified)
  mcGAS MS inh = -22
[4] Cc1csc2nc(=O)c3ccccc3n12
  mcGAS MS inh = -3
[5] CC(C)OP(=O)(OC(C)C)C(Nc1ccc(N)cc1)c1cccc(N)c1 (stereo unspecified)
  mcGAS MS inh = -9
[6] Cc1nn2c(=O)c3cc(-c4ccccc4)sc3nc2c2ccccc12
  mcGAS MS inh = -2
[7] COc1ccc(CN2CCC(c3cc(C(C)C)n[nH]3)CC2)c(F)c1F
  mcGAS MS inh = -28
[8] CN1CCN([C@H]2CN(Cc3cc(C(C)(C)C)ccc3O)C[C@@H]2O)CC1
  mcGAS MS inh = -9
[9] CCc1nc2cc(NC(=O)C3(C)CCN(C)C3)ccc2o1 (stereo unspecified)
  mcGAS MS inh = -3
[10] CC(C)c1ccc(CN2CCN(Cc3nc(C(=O)N4CCCCC4C)co3)CC2)cc1 (stereo unspecified)
  mcGAS MS inh = -8

[11] Fc1ccc(COC2CCCNC2)cc1 (stereo unspecified)
  mcGAS MS inh = -14
[12] O=C(NCCN1CCCC1)c1sccc1-n1cccc1
  mcGAS MS inh = -8
[13] CC(C)(C)C(=O)N1CCN(Cc2nc3ccccc3n2Cc2ccccc2)CC1
  mcGAS MS inh = 3
[14] CN1CCN(C(CNS(=O)(=O)c2ccccc2F)c2cccn2C)CC1 (stereo unspecified)
  mcGAS MS inh = 3
[15] Cc1cccc2sc(=NC(=O)c3ccccc3S(C)(=O)=O)n(C)c12
  mcGAS MS inh = -4
[16] Cc1ccc(C)c(C=C(C#N)S(=O)(=O)c2cc(Br)ccc2Br)c1
  mcGAS MS inh = -10
[17] Cc1cc2sc(NC(=O)N(C)C(C)c3cccnc3)nc2s1 (stereo unspecified)
  mcGAS MS inh = 3
[18] COC(=O)c1sccc1S(=O)(=O)NC1CCC2CCCCC2C1 (stereo unspecified)
  mcGAS MS inh = -1
[19] CCCC(C)NC(=O)COc1ncnc2scc(-c3ccc(C)cc3)c12 (stereo unspecified)
  mcGAS MS inh = 1
[20] COC(=O)c1cccc(-c2cccc(C(F)(F)F)n2)c1
  mcGAS MS inh = -22

[21] CC(=O)C1=C(c2ccc(C)c(C)c2)N(C(C)=O)n2c(nnc2-c2ccc(C)cc2)S1
  mcGAS MS inh = -4
[22] c1cn(-c2ccc(C3NCCc4[nH]cnc43)cc2)cn1 (stereo unspecified)
  mcGAS MS inh = -21
[23] CCCc1cnc(-c2ccc(C(C)N3CCOCC3)cc2)nc1 (stereo unspecified)
  mcGAS MS inh = 3
[24] CCOc1ccc(C(=O)NCCn2cc(SCC(=O)NCc3ccccc3)c3ccccc32)cc1
  mcGAS MS inh = -7
[25] CSc1ccccc1OCc1cc(C(=O)NCCc2cccc(C(F)(F)F)c2)no1
  mcGAS MS inh = -11
[26] CCCN(Cc1cnn(CC)c1)CC(C)C
  mcGAS MS inh = -9
[27] CCn1c(O)c(N=NC(=O)c2ccccc2O)c2ccccc21
  mcGAS MS inh = 8
[28] Cc1cc(/C=C\c2cc(Cl)sc2Br)cs1
  mcGAS MS inh = -6
[29] CCOC(=O)c1c(NC(=O)c2ccc(Cl)cc2)sc(C(=O)Nc2ccccc2OC)c1C
  mcGAS MS inh = -1
[30] O=C(OCC1OC(n2cnc3c(=O)[nH]cnc32)C2OC(=S)OC12)c1ccccc1 (stereo unspecified)
  mcGAS MS inh = -15

Five entries from above in a different format.
| cpd | mcGAS MS inh | SMILES |
| --- | --- | --- |
| 14 | 3 | CN1CCN(C(CNS(=O)(=O)c2ccccc2F)c2cccn2C)CC1 (stereo unspecified) |
| 15 | -4 | Cc1cccc2sc(=NC(=O)c3ccccc3S(C)(=O)=O)n(C)c12 |
| 16 | -10 | Cc1ccc(C)c(C=C(C#N)S(=O)(=O)c2cc(Br)ccc2Br)c1 |
| 17 | 3 | Cc1cc2sc(NC(=O)N(C)C(C)c3cccnc3)nc2s1 (stereo unspecified) |
| 18 | -1 | COC(=O)c1sccc1S(=O)(=O)NC1CCC2CCCCC2C1 (stereo unspecified) |

Further entries follow:
[31] CC(C)Cc1noc(CNc2ccccc2N2CCCCCC2)n1
  mcGAS MS inh = -12
[32] CC(C)(C)SCC(=O)N1CCN(S(=O)(=O)c2ccccc2)CC1
  mcGAS MS inh = -10
[33] O=c1c(-c2ccco2)[n+]([O-])c2ccccc2n1OCc1ccco1
  mcGAS MS inh = -17
[34] CC1CCCC(NC(=O)Cn2nc(-n3cncn3)ccc2=O)C1C (stereo unspecified)
  mcGAS MS inh = -2
[35] COc1ccc2c(c1)C1(NNc3ccccc3O1)C(=O)N2 (stereo unspecified)
  mcGAS MS inh = -1
[36] C#CCNC(=O)CN1CCCN(S(=O)(=O)CC(C)CCC)CC1 (stereo unspecified)
  mcGAS MS inh = 1
[37] c1ccc(NN=C(N=Nc2nn[nH]n2)c2ccccc2)cc1
  mcGAS MS inh = -7
[38] OC(C#CC#CC(O)c1ccccc1)c1ccccc1 (stereo unspecified)
  mcGAS MS inh = 7
[39] O=C1NC(=S)SC1=Cc1c(F)cccc1F
  mcGAS MS inh = 54
[40] Cc1[nH][nH]c(=O)c1CC(=O)NCc1ccc2sccc2c1
  mcGAS MS inh = -7

Reformatted with the structure last: part of the list above
nr	mcGAS MS inh	canonical_smiles
34	-2	CC1CCCC(NC(=O)Cn2nc(-n3cncn3)ccc2=O)C1C (stereo unspecified)
35	-1	COc1ccc2c(c1)C1(NNc3ccccc3O1)C(=O)N2 (stereo unspecified)
36	1	C#CCNC(=O)CN1CCCN(S(=O)(=O)CC(C)CCC)CC1 (stereo unspecified)
37	-7	c1ccc(NN=C(N=Nc2nn[nH]n2)c2ccccc2)cc1
38	7	OC(C#CC#CC(O)c1ccccc1)c1ccccc1 (stereo unspecified)
39	54	O=C1NC(=S)SC1=Cc1c(F)cccc1F

Remaining list, next part.
[41] COc1ccc(NC(=O)C2(C#N)CCCC2)c(OC)c1
  mcGAS MS inh = 0
[42] COc1cc(C(=O)Nc2nc3ncccc3[nH]2)ccc1OC(F)F
  mcGAS MS inh = -3
[43] Cc1cc(C)c(C)c(Oc2c(C#N)c(C)nn2C)c1
  mcGAS MS inh = -26
[44] CC(=O)Nc1ccc(-c2ccc(C(C)N3CCCCC3)cc2)cn1 (stereo unspecified)
  mcGAS MS inh = -25
[45] O=c1oc2ccc(O)cc2s1
  mcGAS MS inh = 1
[46] COc1ccc(-c2nc3c(C)cccc3[nH]2)cc1
  mcGAS MS inh = -9
[47] O=C(NCC1CCCN(Cc2ccccn2)C1)C1(c2ccc(Cl)cc2)CC1 (stereo unspecified)
  mcGAS MS inh = -11&-5
[48] CSCC1CCN(c2ccc(-c3nc(C)c(C)c(=O)[nH]3)cn2)C1 (stereo unspecified)
  mcGAS MS inh = -6
[49] O=c1[nH]c(CNc2ccc3c(c2)OCO3)nc2ccsc12
  mcGAS MS inh = -9
[50] O=C(CCn1cnnn1)N1CCCC(Nc2ccc(F)c(F)c2)C1 (stereo unspecified)
  mcGAS MS inh = -6

Overlap with the part before: four compounds; new compounds follow.
[47] O=C(NCC1CCCN(Cc2ccccn2)C1)C1(c2ccc(Cl)cc2)CC1 (stereo unspecified)
  mcGAS MS inh = -11&-5
[48] CSCC1CCN(c2ccc(-c3nc(C)c(C)c(=O)[nH]3)cn2)C1 (stereo unspecified)
  mcGAS MS inh = -6
[49] O=c1[nH]c(CNc2ccc3c(c2)OCO3)nc2ccsc12
  mcGAS MS inh = -9
[50] O=C(CCn1cnnn1)N1CCCC(Nc2ccc(F)c(F)c2)C1 (stereo unspecified)
  mcGAS MS inh = -6
[51] Cc1ccc(NC(=O)Cn2c3ccccc3c(=O)c3ccccc32)cc1C
  mcGAS MS inh = -3
[52] Fc1ccccc1-c1nc(-c2ccc(Br)o2)no1
  mcGAS MS inh = 0
[53] Cc1ccc(C=C(C#N)C(=O)NC(C)C)s1
  mcGAS MS inh = -8
[54] O=C(O)C1CC(=O)N(c2ccc(S(=O)(=O)Nc3ccn(Cc4ccccn4)n3)cc2)C1 (stereo unspecified)
  mcGAS MS inh = -6
[55] O=C(Cn1ccc2ccn(Cc3ccccc3F)c2c1=O)NC1CC1
  mcGAS MS inh = -3
[56] CSc1nnc2n(-c3ccccc3)c(=O)c3c4c(sc3n12)CCCCC4
  mcGAS MS inh = -10

Assay outcomes (PubChem BioAssay)
